# Screens from PubChem BioAssay.
# rCAG RNA binder: binders of r(CAG) RNA repeats, primary screen, biochemical, fluorescence; r(CAG) RNA repeat, TO-PRO-1 dye displacement fluorescence; inhibition, % at 3 µM; actives 1.3% (n = 370,000);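 active means inhibition above the plate cutoff, the mean of all test compounds on that plate plus 3 SD, cut at about 35% in these data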;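 further: 0% = DMSO alone and 100% = 100 µM mitoxantrone as full dye displacement; higher means more dye released from RNA so lower well fluorescence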
# TDP2 inh: human TDP2 enzyme inhibitors, primary screen, biochemical, epi absorbance, recombinant enzyme; Tyrosyl-DNA phosphodiesterase 2 (Homo sapiens), O95551; T5PNP hydrolysis, p-nitrophenol absorbance 415 nm; inhibition, % at 12.8 µM; actives 0.34% (n = 370,000); AID 720702, 2013;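 active means inhibition above the mean of all tested compounds plus 3 SD, set per campaign, cut at about 25% in these data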;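 further: 0% = DMSO with enzyme and 100% = buffer with substrate but no TDP2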
#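 Read-out basis: percent inhibition. System: recombinant human TDP2. Buffer or medium: Mg2+-containing Tris-HCl buffer, pH 7.5. Repeats: single replicate. Timing: reaction 2 h, 37 °C. Benchmarks: high control without enzyme, low control DMSO plus TDP2. Probe or stimulus: 5 mM T5PNP. Doses: 12.8 µM only. Measured by: epi absorbance of p-nitrophenol freed from T5PNP by hydrolysis.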
# TCR-CD3 inh: inhibitors of human TCR-CD3 interaction, primary screen, biochemical, fluorescence, TAMRA-labeled TCR probe | inhibition, % at 9.4 µM | actives 0.37% (n = 360,000); in the data active means inhibition above about 19%;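 further: recombinant mutant TCR 2C K166C tagged with TAMRA read by polarization; 0% = receptor in buffer alone and 100% = receptor with positive control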
# mABHD4 FP: ABHD4 inhibitors, primary screen, biochemical, fluorescence polarization, mouse | (Lyso)-N-acylphosphatidylethanolamine lipase (Mus musculus), Q8VD66 | purified mABHD4, FP-Rh probe fluorescence polarization | inhibition, % at 8.92 µM | actives 0.54% (n = 370,000);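 active means inhibition exceeding the mean over every tested compound plus 3 SD, cut at about 30% in these data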;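 further: 0% = plate median of compound wells and 100% = S159A mutant with DMSO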
# Target sequence (Q8VD66 whole entry, looked up): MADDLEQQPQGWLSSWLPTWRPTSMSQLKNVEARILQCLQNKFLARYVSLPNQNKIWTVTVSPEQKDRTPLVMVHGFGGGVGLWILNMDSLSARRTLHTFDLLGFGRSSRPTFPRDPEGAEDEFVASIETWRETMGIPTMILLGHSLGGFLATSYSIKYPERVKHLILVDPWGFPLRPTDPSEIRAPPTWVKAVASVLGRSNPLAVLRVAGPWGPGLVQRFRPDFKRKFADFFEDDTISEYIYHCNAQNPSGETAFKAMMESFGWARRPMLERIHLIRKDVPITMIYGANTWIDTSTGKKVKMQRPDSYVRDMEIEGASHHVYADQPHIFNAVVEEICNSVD
#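 Assay system: mouse ABHD4 enzyme, wild type / Also added: fluorescent activity-based probe FP-Rh / Doses: single nominal dose of 8.92 µM, 0.89% DMSO final / Timing: 45 min compound pre-incubation plus 60 min probe step, 25 °C / Signal: FP readout, ex 525 nm / em 598 nm / Control set: S159A mutant/DMSO as 100%, compound-well median as 0%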
# HTRA1 inh: HTRA1 serine protease inhibitors, primary screen, biochemical, fluorescence polarization, HTS; recombinant HTRA1, FP-rhodamine activity-based probe; inhibition, % at 5.96 µM; actives 0.5% (n = 340,000); AID 504803, 2011; in the data active means inhibition above about 36%;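 further: 0% = enzyme with DMSO and 100% = wells lacking enzyme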
# LEDGF integ inh: blockers of LEDGF/p75-dependent integrase strand transfer – biochemical, TR-FRET, high throughput, primary screen. inhibition, % at 3.7 µM. HIV-1 integrase (with human LEDGF/p75). TR-FRET IN-LEDGF/p75 DNA integration, Eu/Cy5. actives 0.64% (n = 370,000);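 active means inhibition above the screen-wide mean plus 3 SD, cut at about 13% in these data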;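 further: signal is the Cy5 over europium emission ratio at 671 and 618 nm; 0% = plate median of compound wells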
# PG9 binder: binders of HIV-1 gp120 antibody PG9, primary screen, biochemical, TR-FRET. HIV-1 gp120 / PG9 antibody interaction. TR-FRET gp120-PG9 antibody binding. inhibition, % at 6.7 µM. actives 0.43% (n = 360,000); in the data active means inhibition above about 8.5%
# NR1D1 modulator: modulators of Rev-erb alpha DNA binding, primary screen, biochemical, FITC-DNA, fluorescence polarization, uHTS; Rev-erbα–FITC-DNA binding, 90 min; actives 0.79% (n = 370,000); activity, % at 10 µM; Nuclear receptor subfamily 1 group D member 1 (Homo sapiens), P20393;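 active means activity above about 14%, limit read from the data; passing the limit was not always enough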;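 further: 0% = DMSO wells with 35 nM protein and 100% = DMSO wells with 750 nM protein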
# Target sequence (P20393 whole entry, looked up): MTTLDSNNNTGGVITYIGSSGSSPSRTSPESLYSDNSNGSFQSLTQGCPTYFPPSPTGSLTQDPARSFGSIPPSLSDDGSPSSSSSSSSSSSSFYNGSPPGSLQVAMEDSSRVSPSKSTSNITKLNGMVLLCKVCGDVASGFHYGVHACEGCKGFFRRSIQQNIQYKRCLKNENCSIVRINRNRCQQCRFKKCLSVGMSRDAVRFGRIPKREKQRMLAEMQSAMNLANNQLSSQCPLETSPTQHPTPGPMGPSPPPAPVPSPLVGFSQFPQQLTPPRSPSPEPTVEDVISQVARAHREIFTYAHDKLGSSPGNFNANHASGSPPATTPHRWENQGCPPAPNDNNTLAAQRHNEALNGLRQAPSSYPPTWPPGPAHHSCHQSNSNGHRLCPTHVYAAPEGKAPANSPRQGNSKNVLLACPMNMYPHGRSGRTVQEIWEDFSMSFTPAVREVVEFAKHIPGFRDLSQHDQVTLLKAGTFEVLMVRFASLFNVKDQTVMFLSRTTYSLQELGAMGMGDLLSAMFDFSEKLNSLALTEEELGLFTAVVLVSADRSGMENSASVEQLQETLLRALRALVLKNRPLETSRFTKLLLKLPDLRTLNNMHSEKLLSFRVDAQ
# SIAE primary: human SIAE inhibitors, primary screen, biochemical, fluorescence polarization, FP-Rh probe, 1536-well HTS; Sialate O-acetylesterase (Homo sapiens), Q9HAT2; SIAE FP-Rh probe binding; inhibition, % at 9.66 µM; actives 0.69% (n = 370,000); AID 1053197, 2014;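 active means inhibition above a cutoff: mean of compounds within the control limits plus 3 SD of those, cut at about 17% in these data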;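 further: 0% = plate median of compound wells and 100% = probe without SIAE protein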
# PRMT1 FP inh: PRMT1 methyltransferase inhibitors, primary screen, biochemical, fluorescence polarization. Protein arginine N-methyltransferase 1 (Homo sapiens), Q99873. recombinant PRMT1, activity-based probe fluorescence polarization. inhibition, % at 2.79 µM. actives 1.3% (n = 370,000);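 active means inhibition above about 21% made by adding two undisclosed values, limit read from the data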
# The depositor's hits bear a star; . = no result given; & = joins results of further samples. Only part of the results is shown; rates above refer to the full screens.
# Each structure is followed by: TCR-CD3 inh	rCAG RNA binder	HTRA1 inh	NR1D1 modulator	SIAE primary	PRMT1 FP inh	TDP2 inh	PG9 binder	LEDGF integ inh	mABHD4 FP
CCCOc1ccccc1NP(=O)(Oc1ccccc1)Oc1ccccc1
 : 4	-4	-39	1	-5	-2	-10	-0.2	-3	-2
c1ccc2c(c1)CNc1ccccc1O2
 : 8	0	3	7	3	-1	0	-0.7	0	-6
CC(=O)c1cccc(NC(=O)N2C[C@H]3C[C@@H](C2)c2cccc(=O)n2C3)c1
 : 5	2	-7	-3	-4	2	-4	1.3	-3	-9
COc1ccc2c3c1OC1C(=O)CC[C@@]4(O)[C@@H](C2)N(CC2CC2)CC[C@]314 (stereo not given in full)
 : -6	1	0	1	1	1	5	2.8	-2	-2
Cc1ccc(OCC(=O)N2CCN(Cc3ccc4c(c3)OCO4)CC2)cc1C
 : -2	-5	2	1	0	-1	-15	-3.2	5	-11
CCCCn1c(O)c(C(C)=NCCCN(CC)CC)c(=O)[nH]c1=O
 : 4	-1	-6	-1	5	0	6	1.3	3	-3
CC=CC(C)=CC(C)C(=O)CC(O)CC1CC(=O)NC(=O)C1 (stereo not given)
 : 7	2	10	-3	-2	-2	-5	-0.9	3	-1
COc1ccccc1CCNC1CCC(C)CC1 (stereo not given)
 : -8	5	4	0	-1	-3	5	-1.8	-3	3
O=c1[nH]c(=S)n(C2CC2)c(O)c1C=NCCc1ccccc1
 : -1	-3	.	8	0	-6	3	-3.0	-3	-7
CCN1CCC2(CC1)NC(=O)c1ccccc1O2
 : -6	1	2	-2	2	0	0	-0.2	-2	5
CN(CC1COc2ccccc2O1)c1nc(-c2cccnc2)nc2ccccc12 (stereo not given)
 : 4	-1	-18	10	-5	-1	4	0.0	1	-11
CCCc1c(C)nc(-c2ccc(C)cc2)nc1OC(=O)N(C)C
 : 4	-8	1	3	-3	0	-4	0.6	-3	11
O=C(c1ccc(N2CC3CC(C2)c2cccc(=O)n2C3)c([N+](=O)[O-])c1)N1CCCC1 (stereo not given)
 : -1	-5	0	0	6	4	4	0.4	-2	5
CCOc1cc(C2NCc3ccccc3-n3cccc32)ccc1O (stereo not given)
 : 3	0	0	5	4	0	-6	-0.6	-3	5
CN1CC[C@@H]2CN[C@H](c3ccccc3)C[C@@H]21
 : 0	4	.	-10	2	3	-3	-3.6	6	5
COc1ccc(CNCCc2ccc(Cl)cc2Cl)cc1
 : 7	3	-1	1	0	-3	15	-0.9	0	3
NC(Cc1ccccc1)c1nc2ccccc2[nH]1 (stereo not given)
 : -10	5	-6	-1	-3	-6	9	0.1	2	1
O=C1NC(=O)C(=Cc2coc3ccc(O)cc3c2=O)C(=O)N1
 : 0	-2	5	2	-6	14	6	-0.2	0	3
C[N+](C)(C)CC(=O)O
 : 1	3	4	-2&3	0	1	-6	-0.5	4	0
CC(=O)OC1(Cc2ccccc2)CN2CCC1c1ccccc12 (stereo not given)
 : 0	-1	-1	-1	-1	-2	0	0.8	0	5

# Next section, starting with the last 2 of the part before.
# Each structure is followed by: TCR-CD3 inh	rCAG RNA binder	HTRA1 inh	NR1D1 modulator	SIAE primary	PRMT1 FP inh	TDP2 inh	PG9 binder	LEDGF integ inh	mABHD4 FP
C[N+](C)(C)CC(=O)O
 : 1	3	4	-2&3	0	1	-6	-0.5	4	0
CC(=O)OC1(Cc2ccccc2)CN2CCC1c1ccccc12 (stereo not given)
 : 0	-1	-1	-1	-1	-2	0	0.8	0	5
O=C(CN1CCCC1)Nc1ccc(Cl)cc1C(=O)c1ccccc1
 : -7	-8	0	5	-2	5	-2	2.2	-1	8
CCC(CC)N1CCN(Cc2nc3ccccc3c(=O)n2-c2ccc(F)cc2)CC1
 : 2	-9	1	-2	3	1	6	0.2	-1	-5
O=C(CCCn1c(=O)[nH]c2cc(Cl)ccc2c1=O)N1CCC2(CC1)OCCO2
 : 7	-2	7	-4	4	0	-8	-0.9	2	0
COc1ccc(CC(=O)C2C(=O)N(C)c3ccccc32)cc1OC (stereo not given)
 : -11	2	4	4	4	5	2	-3.7	1	-1
C=Cn1ccnc1P(=S)(c1c(C)nn(-c2ccccc2)c1C)c1nccn1C=C
 : 0	-7	1	6	10	0	-6	0.7	-1	13
C=C[C@@H]1C[C@@]1(C)[C@@H](NP(=O)(c1ccccc1)c1ccccc1)c1ccccc1
 : 3	-10	-23	-1	-10	1	-8	-4.0	1	-15
Cc1cccc(N2C(=O)NC(=O)/C(=C\c3cc(C)n(-c4sc5c(c4C#N)CCCC5)c3C)C2=O)c1C
 : 10	8	8	1	-25	2	2	-0.4	0	0
CCc1cc(=O)oc2cc(OCC(=O)N3C[C@H]4C[C@@H](C3)c3cccc(=O)n3C4)c(Cl)cc12
 : 11	-2	1	2	-11	1	-3	-0.7	-2	0
COC(=O)C(NC(=S)N1CC2C[C@@H](C1)Cn1c2cccc1=O)C(C)C (stereo not given in full)
 : -6	0	-2	-2	2	0	13	0.2	-1	0
Cc1ccc2c(c1)C1CN(C)CCC1N2C(=O)Nc1cccc(C(F)(F)F)c1 (stereo not given)
 : -9	-6	-5	0	2	-2	4	2.0	1	1
O=C(Nc1ccccc1)OC1CN=C(N[N+](=O)[O-])NC1 (stereo not given)
 : 4	1	6	0	1	-1	3	-2.3	-3	3
Cc1cccc(NC(N)=S)c1
 : -4	-2	4	-1	5	-6	-6	2.1	1	2
Cc1cccc(C)c1NC(=O)c1cccn(Cc2ccc3c(c2)OC(F)(F)O3)c1=O
 : 8	-3	-19	0	-1	1	6	-0.3	-1	5
COCCCn1c(N)c(C(=O)Nc2ccccc2)c2nc3ccccc3nc21
 : 5	18	.	-1	-1	0	9	-0.9	-3	-7
COc1ccc(OC)c(N2C(=O)NC(=O)/C(=C/c3ccc([N+](=O)[O-])s3)C2=O)c1
 : -25	79*	48*	-1	0	28*	15	-2.8	10	-40
Cc1nonc1-c1nc(-c2nonc2N)n[nH]1
 : -3	2	-2	2	-6	0	2	0.8	0	0
CC1=NN(Cc2c[nH]c3ccccc23)C(C)(C)C1
 : 1	2	9	-1	4	-5	2	-2.7	0	-7
CCOC(=O)c1[nH]ncc1CN1CCCC(C(=O)c2cccc(Cl)c2)C1 (stereo not given)
 : 7	-3	-6	-5	1	-2	0	0.4	3	1
CC1(C)Cc2c(sc3c2C(=O)NC(c2cccnc2)N3)CO1 (stereo not given)
 : 7	4	-1	-6	0	-1	4	-0.5	-1	-1
CCc1ccc(OCC(=O)N2CCN(CC(=O)Nc3ccccc3Cl)CC2)cc1
 : 4	1	0	6	-3	-2	-9	-0.4	-3	0
CCOC(=O)c1c(C)[nH]c(C(=O)C(C)N2CCCC2)c1C (stereo not given)
 : -6	-6	1	7	0	-5	-9	-0.9	7	-5
CCOC(=O)c1sc(/N=C/c2c(O)n(-c3ccccc3)c(=O)[nH]c2=O)c(C#N)c1C
 : -14	1	-2	1	9	14	7	0.6	1	3
O=c1c2ccccc2[nH]c(=S)n1-c1ccc2c(c1)OCCO2
 : -2	3	-3	-4	1	-3	-6	-0.2	4	0
COc1cc2[nH]c(=O)n(-c3ccccc3)c(=O)c2cc1OC
 : 2	0	-2	-2	-2	-3	5	-0.6	1	0
CCOc1ccc(Cl)cc1CNCCc1ccccc1F
 : 0	2	4	0	-1	2	-9	-0.3	0	1
CN1CCN(CC#CCOc2ccc(Cl)cc2)CC1
 : -4	-1	6	2	-1	1	-5	-0.3	3	17
COc1ccc(N2C(=O)NC(=O)/C(=C/c3ccc([N+](=O)[O-])s3)C2=O)cc1
 : -56	69*	.	2	-40	19	-6	-3.2	8	-64
Cc1ccc(C)c(OCC(=O)N2CCN(Cc3ccc4c(c3)OCO4)CC2)c1
 : -7	-6	6	-8	-1	6	12	-2.2	-2	-1
CC[n+]1c(SC)ccc2cc(OC)ccc21
 : -2	2	-3	-2	1	0	10	0.6	2	8
CC1(C)CC(N(CCc2ccccc2)Cc2ccccc2)CCO1 (stereo not given)
 : 2	-10	-5	11	1	-1	10	0.3	-1	-8
CC(C)N1CCN(Cc2ccc3c(c2)OCCO3)CC1CCO (stereo not given)
 : -3	-4	0	4	6	0	4	0.7	3	-3
COc1ccc(CN2Cc3cc(-c4ccccc4)ccc3-n3nncc3C2)cc1
 : -8	10	.	5	-3	-2	1	-4.9	12	-10
COC(=O)C(=O)N1CC2(C)CNCC(C)(C1)C2=O
 : 1	1	6	4	1	3	-7	-0.5	0	2
CCc1ccccc1N1C(=O)NC(=O)/C(=C\c2cc(C)n(C)c2C)C1=O
 : 0	2	3	-1	-8	2	-4	-2.2	2	0
C/C=C1\NC(=O)[C@@H](NC(=O)[C@H](CCc2ccc(O)cc2)NC(=O)[C@H](C)NC(=O)[C@H](O)CO)[C@@H](C)OC(=O)[C@H](C(C)C)NC(=O)[C@H](Cc2ccc(O)cc2)N(C)C(=O)[C@H](Cc2ccccc2)N2C(=O)C(CC[C@H]2O)NC1=O (stereo not given in full)
 : 2	3	19	8	5	-5	0	-0.6	2	3
CCOC(=O)c1c(C=O)c2ccccc2n1Cc1ccccc1
 : 0	1	-51	0	-2	0	-3	-2.1	7	-15
O=c1[nH]c(=O)n(Cc2ccc(F)cc2)c(O)c1C=NCC1CCCO1 (stereo not given)
 : 4	-4	0	-3	-2	1	-7	-2.0	2	-1
O=C(CNCc1c(F)cccc1F)N1CCC2(CC1)OCCO2
 : .	0	.	-3	2	-6	-4	.	7	0
C[C@H]1CCCC(=O)CCCCCc2cc(O)cc(O)c2C(=O)O1
 : 6	5	-4	7	-12	0	-10	-2.5	-2	-10
O=c1[nH]c(CN2CC=C(c3ccccc3)CC2)nc2cc(C(F)(F)F)ccc12
 : -8	8	-6	2	-14	2	-1	-0.5	-1	-5
CCc1nn(CC(=O)N2CCC3(CC2)OCCO3)c(=O)c2cc3ccccc3n12
 : 8	-1	9	-5	6	2	15	0.3	2	4
CCOc1c(P(=S)(N(C)C)N(C)C)c(C)nn1-c1ccccc1
 : 1	-3	1	7	8	-1	0	1.7	2	5
O=C1C2(c3ccccc3)CN3CN(C2)CC1(c1ccccc1)C3
 : 0	-1	-10	1	-7	2	-3	0.0	-5	3
CCC12C=CCN3CCC4(c5cc(Br)c(OC)cc5N(C)C4C(O)(C(=O)OC)C1OC(C)=O)C32 (stereo not given)
 : 8	-8	-2	2	0	1	10	-1.0	0	2
